CHRM5 agonist: agonists of human muscarinic M5 receptor (CHRM5); activation, % at 3 µM; CHO-K1 hM5 cells, Fluo-8 calcium fluorescence; 0% DMSO wells, 100% maximal acetylcholine response; hit rate 0.19% among 360,000; P08912;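 active means activation above the run's mean over test compounds plus 3 SD, cut at about 23% in these data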;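 further: signal is peak over basal fluorescence ratio across the kinetic read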
Target sequence (P08912 whole entry, looked up): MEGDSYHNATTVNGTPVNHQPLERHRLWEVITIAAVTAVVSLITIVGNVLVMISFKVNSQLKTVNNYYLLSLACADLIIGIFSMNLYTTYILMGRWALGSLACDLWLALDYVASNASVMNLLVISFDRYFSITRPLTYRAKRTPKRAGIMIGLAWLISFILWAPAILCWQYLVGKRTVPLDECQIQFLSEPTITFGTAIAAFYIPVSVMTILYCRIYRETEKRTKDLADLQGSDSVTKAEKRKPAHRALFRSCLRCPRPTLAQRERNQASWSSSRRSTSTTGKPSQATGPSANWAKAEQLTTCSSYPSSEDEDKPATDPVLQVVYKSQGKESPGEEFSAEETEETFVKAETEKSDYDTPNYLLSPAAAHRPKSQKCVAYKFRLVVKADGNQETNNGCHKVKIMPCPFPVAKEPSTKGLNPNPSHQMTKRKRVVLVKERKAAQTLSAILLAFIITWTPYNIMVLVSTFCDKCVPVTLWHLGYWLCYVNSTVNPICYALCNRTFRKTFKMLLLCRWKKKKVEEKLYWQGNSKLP
M1 PAM parental: nonselective activator or artifact in parental CHO-K1 calcium assay; ATP EC20, Fluo-8 calcium fluorescence; 0% at ATP EC20, 100% at ATP max; activation, % at 3 µM; hit rate 0.02% among 360,000;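 active means activation above the run cutoff, the mean activation of all test compounds plus 3 SD, cut at about 40% in these data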;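 further: peak over basal fluorescence ratio in a 140 s read after ATP addition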
CHRM4 antagonist: antagonists of human muscarinic M4 receptor (CHRM4); CHO-hM4 cells, ACh EC80, Fluo-8 calcium fluorescence; inhibition, % at 3 µM; hit rate 0.73% among 360,000; P08173;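 active means inhibition above its plate's cutoff, the mean inhibition of sample wells plus 3 SD, cut at about 27% in these data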;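 further: 0% = acetylcholine EC80 with DMSO and 100% = DMSO without agonist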
Target sequence (P08173 whole entry, looked up): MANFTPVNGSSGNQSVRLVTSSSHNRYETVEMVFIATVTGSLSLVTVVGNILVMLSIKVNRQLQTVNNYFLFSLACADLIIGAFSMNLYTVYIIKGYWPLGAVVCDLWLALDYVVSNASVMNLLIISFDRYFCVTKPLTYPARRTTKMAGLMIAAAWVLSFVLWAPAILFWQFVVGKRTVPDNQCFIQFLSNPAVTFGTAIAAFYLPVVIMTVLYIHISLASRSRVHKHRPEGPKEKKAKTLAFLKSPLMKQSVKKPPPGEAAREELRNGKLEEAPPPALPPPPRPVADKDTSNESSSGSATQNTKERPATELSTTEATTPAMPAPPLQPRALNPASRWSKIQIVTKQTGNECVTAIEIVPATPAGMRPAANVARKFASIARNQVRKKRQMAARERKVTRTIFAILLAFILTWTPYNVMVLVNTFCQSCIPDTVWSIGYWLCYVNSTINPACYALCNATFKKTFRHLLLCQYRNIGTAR
CHO-K1 Ca antag: M1 antagonist counterscreen hit in parental CHO-K1 cells. ATP-induced calcium, Fluo-8 fluorescence. inhibition, % at 3 µM. hit rate 0.6% among 360,000;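 active means inhibition above a per-plate cutoff, the plate's mean sample inhibition plus 3 SD, cut at about 24% in these data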;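 further: 0% = DMSO plus EC80 ATP and 100% = DMSO alone without ATP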
CHRM5 PAM: positive allosteric modulators of human muscarinic M5 receptor. activation, % at 3 µM. AID 624038. hit rate 0.3% among 360,000. CHO-K1 hM5, Fluo-8 calcium, ACh EC20 PAM; 0% = ACh EC20, 100% = ACh EC100;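 active means activation above the run cutoff, the mean activation of all test compounds plus 3 SD, cut at about 18% in these data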
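System – CHO-K1 hM5 cells · Compound – 3 µM, single dose · Incubation – compound preincubation 140 s before EC20 acetylcholine addition · Technique – Fluo-8 calcium fluorescence · Measure – Max/basal fluorescence ratio as % of EC20–EC100 ACh window · Benchmarks – low control EC20 acetylcholine (0%), high control EC100 acetylcholine (100%) · Replication – singlicate, one well per test compound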
M4 PAM: potentiates acetylcholine response at human M4 receptor; P08173; CHO-K1 hM4/Gqi5, Fluo-8 calcium fluorescence, ACh EC20; 0% = ACh EC20, 100% = maximal ACh; activation, % at 3 µM; hit rate 0.4% among 360,000;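 active means activation above its plate's cutoff, the mean activation of sample wells plus 3 SD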; further: some results filed as inactive read as strong as hits
M5 antag: CHRM5 antagonism in calcium assay | P08912 | CHO-hM5 cells, Fluo-8 calcium fluorescence, ACh EC80 | inhibition, % at 3 µM | hit rate 0.59% among 360,000 | AID 624040;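 active means inhibition above a per-plate cutoff, the mean of that plate's test compounds plus 3 SD, cut at about 27% in these data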;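 further: 0% = acetylcholine EC80 with DMSO and 100% = DMSO without agonist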
M4 ag: agonists of human muscarinic M4 receptor (CHRM4); P08173; CHO-K1 hM4/Gqi5, Fluo-8 calcium fluorescence; vehicle 0%, full acetylcholine response 100%; activation, % at 3 µM; hit rate 0.14% among 360,000; AID 624127;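 active means activation above the run mean over all test wells plus 3 SD, cut at about 32% in these data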;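 further: peak over basal fluorescence ratio per well then scaled between controls; 0% = DMSO wells and 100% = acetylcholine at EC100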
M1 ag parental: M1 agonist counterscreen hit in parental CHO-K1 cells; Fluo-8 calcium fluorescence; scaled to maximal ATP response, vehicle zero; activation, % at 3 µM; AID 602248; hit rate 0.48% among 360,000; in the data active means activation above about 15%;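 further: untransfected CHO-K1 host cells lacking M1 receptor as counterscreen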
Active calls of the source: *; x = not tested or not shown.

SMILES | CHRM5 agonist | M1 PAM parental | CHRM4 antagonist | CHO-K1 Ca antag | CHRM5 PAM | M4 PAM | M5 antag | M4 ag | M1 ag parental
Cc1cc(C)n(CCC(=O)N/N=C/c2c(O)ccc3ccccc23)n1 | 8 | 3 | -11 | -4 | 12 | -9 | -17 | 11 | 3.6
CCCc1cc(=O)[nH]c(SCC(=O)Nc2sccc2C#N)n1 | 3 | 5 | -14 | 0 | 2 | 4 | 3 | 0 | 0.2
Cc1ccc(Cn2nc(C)c(/C=N/NC(=O)c3cccnc3)c2C)cc1 | 2 | 5 | -7 | -14 | -11 | 3 | -1 | 4 | 1.2
CN(C)S(=O)(=O)c1ccc(Cl)c(NC(=O)COC(=O)CN2C(=O)C3CCCCC3C2=O)c1 (centres undefined) | 4 | -13 | 0 | 1 | -1 | -7 | 5 | 1 | 1.8
CCOC(=O)[C@]12CCC=C1N(CCC1=CCCCC1)C(=O)[C@H](CC(=O)NCc1cccs1)C2 | 1 | 11 | -13 | -7 | -6 | 5 | 0 | -1 | -0.4
COc1ccc(-c2noc3c2-c2nc(-c4ccc(Cl)cc4)sc2CC3)cc1 | 1 | 7 | 8 | -6 | 4 | -6 | 2 | 1 | 0.0
CCN(C(=O)c1ccc(S(=O)(=O)N2CCCC2)cc1)C1CCS(=O)(=O)C1 (centres undefined) | 2 | -14 | 2 | -4 | 4 | 7 | -1 | 2 | 0.9
COC(=O)CSc1nc(-c2ccc(F)cc2)cc(C(F)(F)F)n1 | -2 | -4 | -6 | 14 | 10 | 2 | 14 | -3 | -0.1
COc1ccc(NC(=O)c2cc(C3CCCCN3S(=O)(=O)Cc3ccccc3)on2)c(C)c1 (centres undefined) | -2 | 6 | -10 | -12 | -4 | 3 | 1 | 2 | 0.8
CCCSCCCNC(=O)Cn1nc(CC)n2c(cc3c(OC)cccc32)c1=O | -1 | 1 | 6 | -8 | 6 | -1 | 3 | 0 | 0.3
O=C(c1ccccc1)c1c(O)cc(-c2ccccc2)oc1=O | 0 | 13 | 3 | 8 | -1 | -2 | 0 | 1 | -0.2
O=c1c(-c2ccc(Br)cc2)coc2c(CN3CCCCC3)c(O)ccc12 | -5 | -7 | -4 | -2 | -3 | -2 | 4 | 0 | 0.2
Cc1ccc(-n2c(CCc3nc4ccccc4[nH]3)n[nH]c2=S)cc1 | 0 | -1 | -3 | -6 | 7 | 0 | 10 | 1 | 0.2
N#C/C(=C\c1c(Oc2ccccc2Cl)nc2ccccn2c1=O)C(=O)NC1CCS(=O)(=O)C1 (centres undefined) | 3 | 0 | 7 | -11 | 4 | 2 | 3 | 1 | 0.6
CCC(CC)c1nnc(NC(=O)COc2ccc3c(C)cc(=O)oc3c2)s1 | 1 | 14 | -3 | -27 | -14 | 9 | 8 | 0 | 1.0
Cc1nn(-c2ccccc2)c(C)c1/C=C/C(=O)OC(C)C(N)=O (centres undefined) | -1 | 9 | 4 | -4 | -6 | 1 | 1 | 2 | 0.5
Cc1onc(-c2c(Cl)cccc2Cl)c1C(=O)c1c[nH]c(C(=O)NCC2CCCO2)c1 (centres undefined) | 5 | -11 | 6 | 3 | -12 | -4 | 10 | 17 | 5.8
C=CCN(C(=O)Cn1nc(C)n2c(cc3cc(C)ccc32)c1=O)c1ccccc1 | -2 | -22 | 0 | 16 | -4 | -3 | 12 | 2 | 0.7
N#CC1=C(N)C(C#N)(C#N)[C@H](c2ccoc2)[C@H]2CN(Cc3ccccc3)CC=C12 | -5 | 14 | 12 | -2 | -6 | -4 | 9 | 4 | 3.9
CN(C)S(=O)(=O)c1ccc(Oc2ccccc2)cc1 | -7 | 8 | 1 | -5 | -1 | 1 | -7 | 3 | 1.1
CC(OC(=O)C1CCN(S(=O)(=O)c2ccc(F)cc2)CC1)C(=O)NC1CCCCC1C (centres undefined) | 3 | 6 | -8 | -5 | -4 | 11 | 3 | 5 | 2.4
OC(c1cccc(Cl)c1)c1nc(/C=C/c2ccccc2)cs1 (centres undefined) | 2 | 29 | -8 | -16 | -2 | 9 | -3 | 1 | 1.0
COc1ccc(-c2noc(CN(C)C3CCOCC3)n2)cc1 | 0 | -1 | 2 | -12 | -4 | -2 | 17 | 2 | 1.4
CNC(=O)CSc1nnc(-c2ccco2)n1-c1cccc(OC)c1 | 0 | -17 | 8 | 19 | 4 | -4 | 2 | 0 | 7.2
O=C(Oc1ccc(Br)cc1C(=S)N1CCCCC1)c1cc([N+](=O)[O-])cc([N+](=O)[O-])c1 | -3 | 7 | 3 | -6 | 0 | -2 | 3 | 1 | 0.0
CCOC(=O)c1[nH]nc(C(=O)c2ccc(Br)cc2)c1O | 1 | 14 | -14 | -9 | -3 | 11 | -1 | 2 | 1.4
COc1cc(C(C)=O)ccc1OC(=O)CN1C(=O)c2ccccc2C1=O | -2 | 6 | 2 | 6 | 1 | 2 | 9 | 0 | 0.4
O=c1c(-c2ccccc2)c(O)nc(SCCN2CCOCC2)n1-c1ccccc1 | -2 | 27 | -1 | -12 | -4 | 0 | 7 | 0 | 0.8
O=C(O)c1cccc(Cn2c(Cl)c(/C=N/NC(=O)c3ccc(O)cc3)sc2=O)c1 | 4 | -1 | 2 | 9 | -2 | 1 | 11 | 0 | 0.1
Cc1cccc(C)c1NC(=O)CNCC(=O)Nc1c(C)cccc1C | -3 | -16 | 1 | -17 | 0 | -3 | 6 | 0 | 1.3
COc1ccc(CNC(=O)Cn2nc([N+](=O)[O-])c(Br)c2C)cc1 | -4 | -4 | 1 | -3 | -1 | -6 | 4 | 1 | 0.8
COc1c(Br)cc(/C=N/n2c(-c3ccccc3)n[nH]c2=S)c(O)c1Br | 1 | -11 | -3 | 15 | -4 | 4 | -1 | 1 | 0.7
O=Cc1cccn1Cc1ccc(Cl)cc1Cl | -2 | 7 | 1 | -6 | -7 | 0 | 6 | -2 | -0.2
Cc1c(C(=O)O)[nH]c2ccc([N+](=O)[O-])cc12 | -2 | -8 | -5 | 1 | -3 | 7 | 3 | 0 | 0.1
Cc1ccc(-c2ccc(=O)[nH]n2)cc1 | -2 | 22 | 2 | -20 | 2 | -4 | 6 | 0 | 0.0
Nc1nc(N)c(C=Nc2ccc(Br)cc2)c(Nc2ccc(Br)cc2)n1 | 9 | 9 | 5 | -14 | -1 | -2 | 13 | 8 | 3.2
COc1ccc(CN2C(=O)CCC2(C)c2nnnn2Cc2ccccc2)cc1OC (centres undefined) | 1 | 3 | -5 | -6 | 0 | 21 | 10 | 2 | 0.9
O=C(CSc1ccccc1)Nc1ccncc1 | 2 | 21 | 1 | -12 | -8 | -3 | 5 | 4 | 2.8
COc1ccc(CN2C(=O)CN=C2Nc2ccc(C)cc2C)cc1 | 0 | -6 | -11 | -1 | 13 | -3 | 11 | 1 | 0.4
O=C(CCCn1c(=S)[nH]c2ccsc2c1=O)Nc1ccc2c(c1)OCCO2 | -4 | 11 | 8 | -6 | 1 | -3 | 11 | 1 | 0.4
CCc1nc(NCCN2CCOCC2)c2oc3ccccc3c2n1 | -1 | 3 | 12 | -5 | 2 | 0 | -1 | 1 | 0.2
Cc1nn(Cc2ccc(Cl)cc2Cl)c(C)c1NC(=O)c1sc2ccccc2c1Cl | -6 | 15 | 4 | 3 | 5 | 7 | 5 | 1 | 0.0
CCOC(=O)[C@]12CCCC=C1N(Cc1ccccc1)C(=O)[C@H](CC(=O)NCCCCc1ccccc1)C2 | 0 | x | -5 | x | -6 | 10 | 8 | 4 | x
O=C(CCC1COc2ccccc2O1)Nc1ncccc1O (centres undefined) | -2 | -3 | -1 | 6 | -1 | 4 | 0 | 0 | 0.2
CC(OC(=O)CCC(=O)c1ccc(F)cc1)C(=O)NC1CCCCC1C (centres undefined) | -1 | 18 | 7 | -6 | -2 | -2 | 8 | 1 | 1.0
Cc1ccsc1/C=C(\C#N)C(=O)NCc1ccco1 | -3 | 16 | 2 | -5 | 2 | 15 | -2 | 0 | 0.1
C/C(=N/NC(=O)CNC(=O)c1cccs1)c1ccco1 | 7 | -6 | 4 | 4 | -22 | -25 | 15 | 15 | 4.2
Cc1nn(-c2ccccc2)c2c1/C(=N/O)CC(C)(C)C2 | -1 | 4 | 4 | -3 | 6 | 10 | -6 | -1 | -0.1
Cc1cc(C)c(C)c(S(=O)(=O)N[C@@H](C)C(=O)OC(C)C(=O)NC(N)=O)c1C (some centres undefined) | -1 | -3 | -1 | -9 | -4 | -10 | 4 | 2 | 0.3
CC(NC(=S)Nc1ccccc1)C1COc2ccccc2O1 (centres undefined) | 4 | 16 | 3 | 5 | -14 | -4 | 6 | 6 | 6.6

The listing continues:
SMILES | CHRM5 agonist | M1 PAM parental | CHRM4 antagonist | CHO-K1 Ca antag | CHRM5 PAM | M4 PAM | M5 antag | M4 ag | M1 ag parental
Cc1c(NC(=S)N/C(=N/S(=O)(=O)c2ccc(Cl)cc2)c2ccccc2)c(=O)n(-c2ccccc2)n1C | -2 | -5 | 0 | -7 | -1 | -4 | 7 | 0 | 0.3
Nc1ccn(-c2ncc(C(F)(F)F)cc2Cl)c(=O)n1 | 1 | 17 | -7 | -12 | -4 | 9 | 9 | 1 | -0.2
Cc1cc(NS(=O)(=O)c2ccc(NC(=O)NC3CCCCC3)cc2)no1 | 1 | -10 | -3 | 3 | -6 | 6 | 5 | 2 | -0.2
Cc1ccc(NC(=O)Nc2ccnc(-c3cccnc3)n2)cc1 | -1 | 3 | -5 | -10 | -7 | -2 | 11 | 1 | 0.5
COc1ccc2cc(CCNC(=O)c3ccco3)c(=O)[nH]c2c1 | -1 | 10 | -12 | -4 | 0 | 12 | 6 | 4 | 1.0
N#Cc1nc(-c2ccc(OCc3ccccc3)cc2)oc1N1CCC(C(N)=O)CC1 | -1 | 1 | 1 | 6 | -2 | 7 | 1 | 0 | 0.0
CCN(CC)c1ccc(/C=N/NC(=O)CNC(=O)c2cccs2)cc1 | -5 | 7 | -2 | -21 | -2 | 8 | 9 | 0 | 0.5
COc1ccc(COC(=O)c2cc(S(=O)(=O)N3CCCCC3)ccc2N2CCOCC2)cc1 | -3 | 8 | 10 | 3 | -9 | -4 | 0 | 6 | 3.1
Oc1ccccc1/C=N/n1cnn(Cc2ccccc2Cl)c1=S | -2 | 13 | -10 | -9 | 14 | 14 | -15 | 1 | 0.5
O=C(NC1CCCC1)c1ccc(CNc2c(N3CCOCC3)c(=O)c2=O)cc1 | 1 | 21 | -3 | -7 | -4 | -1 | 3 | 0 | 0.1
COc1ccc(-c2oc(/N=C/N3CCOCC3)c(C#N)c2-c2ccc(OC)cc2)cc1 | -3 | -2 | 3 | 5 | 1 | -3 | 2 | -2 | -0.3
Cc1cccc(NC(=O)c2sc3nc(N)c(C#N)cc3c2N)c1 | 4 | 12 | -10 | -9 | 8 | 8 | -5 | 7 | 1.7

Compound profiles, from the list above. Screens in order: CHRM5 agonist | M1 PAM parental | CHRM4 antagonist | CHO-K1 Ca antag | CHRM5 PAM | M4 PAM | M5 antag | M4 ag | M1 ag parental
Shown for Cc1cc(NS(=O)(=O)c2ccc(NC(=O)NC3CCCCC3)cc2)no1 → 1 | -10 | -3 | 3 | -6 | 6 | 5 | 2 | -0.2
Shown for Cc1c(NC(=S)N/C(=N/S(=O)(=O)c2ccc(Cl)cc2)c2ccccc2)c(=O)n(-c2ccccc2)n1C → -2 | -5 | 0 | -7 | -1 | -4 | 7 | 0 | 0.3
Shown for N#Cc1nc(-c2ccc(OCc3ccccc3)cc2)oc1N1CCC(C(N)=O)CC1 → -1 | 1 | 1 | 6 | -2 | 7 | 1 | 0 | 0.0
